# CHX counter: counter-screen hit for Shiga toxin inhibitors, cycloheximide | AID 2314 | 300,000 tested, 12% active | max response, % | cell reporter, cycloheximide protein synthesis inhibition counterscreen; in the data active means max response mostly above about 13%, no sharp cut-off; inactive means mostly below about 14%; further: read at 38.3 µM for the half of the compounds with a filed dose; 0% is about no effect
# LmPK inh: LmPK (Leishmania mexicana) enzyme inhibition. Q27686. purified LmPK, Kinase-Glo ATP luminescence, 1 h. Potency, µM (top dose mostly 57.5 µM), without a hit: at the top dose activity change, negative = inhibition, actives largely listed as inhibitors. 290,000 tested, 0.37% active; further: potency means the concentration at half of the fitted maximal effect; on the % scale 0 is the no-effect control and ±100 the full control effect
# Target sequence (Q27686 whole entry, looked up): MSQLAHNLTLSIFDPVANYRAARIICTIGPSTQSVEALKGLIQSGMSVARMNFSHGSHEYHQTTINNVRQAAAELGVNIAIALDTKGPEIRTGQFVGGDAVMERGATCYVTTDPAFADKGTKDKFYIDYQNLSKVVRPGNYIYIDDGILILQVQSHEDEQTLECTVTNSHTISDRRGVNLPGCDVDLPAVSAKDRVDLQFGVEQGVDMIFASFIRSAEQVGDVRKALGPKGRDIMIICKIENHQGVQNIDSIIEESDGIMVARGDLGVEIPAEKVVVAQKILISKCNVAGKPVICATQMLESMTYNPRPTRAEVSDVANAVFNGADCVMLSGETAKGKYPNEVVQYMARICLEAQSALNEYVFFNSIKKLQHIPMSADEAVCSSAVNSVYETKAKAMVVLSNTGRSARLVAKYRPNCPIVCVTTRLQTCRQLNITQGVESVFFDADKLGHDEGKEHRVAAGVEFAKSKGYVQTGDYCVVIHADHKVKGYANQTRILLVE
#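 Kinase-Glo luminescence read after 1 h RT reaction of 0.1 nM LmPK with 0.5 mM PEP and 0.1 mM ADP. Activity scaled between uninhibited and enzyme-free controls.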
# HCV inh: inhibitors of hepatitis C virus infection; Huh7.5.1 HCVcc-Cre infection, luciferase reporter, 44 h; Potency, µM (series often up to 41.8 µM), without a hit: at the top dose activity change, negative = inhibition, most hits filed as inhibitors; 340,000 tested, 3.4% active; AID 651820; further: potency means the concentration at half of the fitted maximal effect; on the % scale 0 is the no-effect control and ±100 the full control effect
#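 Luciferase read-out (15 sec integration) after a 15 min room-temperature substrate step quantifies HCVcc-Cre infection. Cells, 1,000 per well, had compound added 4 h post-plating, then virus at ~0.5 moi, and were cultured 44 h.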
# Tb PYK inh: T. brucei pyruvate kinase inhibition; 410,000 tested, 0.12% active; TbPYK enzyme, Kinase-Glo Plus ATP luminescence, 45 min; AID 624173; Potency, µM (series often up to 76.8 µM), for the others: at the highest dose activity, negative = inhibition, most hits filed as inhibitors; further: potency means the concentration at half of the fitted maximal effect; on the % scale 0 is the no-effect control and ±100 the full control effect; nearly all actives have a fitted effect of over 50% in size
#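 Assay buffer: 50 mM TEA pH 7.2, 100 mM KCl, 10 mM MgCl2, 0.05% BSA, 0.01% Tween-20. Pyruvate kinase from T. brucei plus substrate met compound, then ADP (130 uM final). Luminescence was read post 45 min RT.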
# Shiga inhibitor: blocks Shiga toxin action in Vero cells. AID 2315. 290,000 tested, 9.2% active. inhibition, % at 38.7 µM. Vero cells, Shiga toxin protein synthesis inhibition reporter; in the data active means inhibition mostly above about 28%, no sharp cut-off; inactive means mostly below about 43%; further: 0% is about no effect
# Pf growth 48h: P. falciparum growth inhibition at 48 hours (one generation). Potency, µM (highest dose often 28.7 µM), for inactives: at the highest dose activity change, negative = inhibition, most hits filed as inhibitors. AID 504832. 310,000 tested, 5.9% active. P. falciparum luciferase growth in erythrocytes, 48 h; further: potency means the concentration at half of the fitted maximal effect; on the % scale 0 is the no-effect control and ±100 the full control effect
#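 Luciferase-expressing parasites in RBCs, 2% Hct / 0.1% parasitemia final; RPMI 1640 + 0.5% Albumax; 37 C, 5% CO2, one generation; luminescence read-out, lower signal = inhibition.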
# Pf growth 96h: P. falciparum growth inhibition at 96 hour, primary screen for plastid delayed-death inhibitors; P. falciparum luciferase reporter growth, 96 h; Potency, µM (highest dose often 28.7 µM), inactives show at the highest dose activity change, negative = inhibition, most hits filed as inhibitors; AID 504834; 320,000 tested, 6.9% active; further: potency means the concentration at half of the fitted maximal effect; on the % scale 0 is the no-effect control and ±100 the full control effect
#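 Plates of compound plus infected erythrocytes (2% hematocrit, 0.05% parasitemia final) incubate 96 hours, 37 C, 5% CO2. Detection reagent added; reduced luminescence from the parasites' luciferase reporter flags inhibition.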
# * marks the source's active call; other numbers are inactive results; i = inactive; ? = inconclusive; . = no result given; [ ] = dose if it differs, or a comment. Unless noted, the call rests on the fitted dose curve; in most records, active means well fitted curve in the direction sought with a large enough effect; inconclusive means small, poorly fitted or top-dose-only effect, or another doubt; inactive means no such curve, though single readings can be large; an effect the other way counts as inactive or inconclusive.
# A first look, eleven compounds:
cpd | canonical_smiles | CHX counter | LmPK inh | HCV inh | Tb PYK inh | Shiga inhibitor | Pf growth 48h | Pf growth 96h
1 | CN(c1ccc(OCC(=O)OCC(=O)Nc2ccccc2)cc1)S(=O)(=O)c1ccc(F)cc1 | -2 | 3% | 7% | 4% | -5 | -11% | 0%
2 | Cn1c(=O)c2[nH]c(N=Nc3ccc(N)cc3N)nc2n(C)c1=O | -3 | -24% | 31%[activator] | -9% | 14 | 27% | 25%
3 | NC(=O)C1(NC(=O)[C@@H]2CC3(CC(c4cccc(NC(=O)[C@@H]5CCC(=O)N5)c4)=NO3)CN2C(=O)c2cnccn2)CC1 (some centres not stated) | -3 | 0% | 9% | 1% | 2 | 27% | 0%
4 | c1coc(CNc2c3c(nc4ncnn24)CCCC3)c1 | 9 | -3% | -26% | 0% | 10 | -2% | 36%[activator]
5 | O=C(Nc1ccccc1)Nc1ccc2c(c1)CCC2 | 81* | 1% | -25% | -2% | 156* | 73%[activator] | 4%
6 | CC1C(=O)NN=C1C(=O)N/N=C\c1ccc(O)cc1O (configuration not stated) | 24* | ? | 7% | 6% | 30 | ? | 24%
7 | COc1ccc(C(=O)NCC(=O)OCC(=O)NC2CCCC2)cc1 | 1 | 0% | 12% | -7% | -8 | 19% | 14%
8 | CCn1c(C(O)c2cc(OC)ccc2OC)nc2ccccc21 (configuration not stated) | 6 | 0% | 16% | -2% | -14 | 1% | 9.3µM*
9 | CC1=CCC2C(=O)N(c3ccc(S(N)(=O)=O)cc3)C(=O)C2C1 (configuration not stated) | 1 | 1% | 18% | -3% | -9 | ? | 58%[activator]
10 | O=C(CN1CCN(Cc2cccc(Cl)c2)C1=O)NCc1ccccn1 | -2 | 5% | -25% | 2% | -9 | . | 0%
11 | C/C(=N\NS(=O)(=O)c1ccc(Br)cc1)c1ccc(-n2ccnc2)cc1 | . | . | 9% | -5% | . | 35%[activator] | ?

# The whole of this part, from the first entry:
cpd | canonical_smiles | CHX counter | LmPK inh | HCV inh | Tb PYK inh | Shiga inhibitor | Pf growth 48h | Pf growth 96h
1 | CN(c1ccc(OCC(=O)OCC(=O)Nc2ccccc2)cc1)S(=O)(=O)c1ccc(F)cc1 | -2 | 3% | 7% | 4% | -5 | -11% | 0%
2 | Cn1c(=O)c2[nH]c(N=Nc3ccc(N)cc3N)nc2n(C)c1=O | -3 | -24% | 31%[activator] | -9% | 14 | 27% | 25%
3 | NC(=O)C1(NC(=O)[C@@H]2CC3(CC(c4cccc(NC(=O)[C@@H]5CCC(=O)N5)c4)=NO3)CN2C(=O)c2cnccn2)CC1 (some centres not stated) | -3 | 0% | 9% | 1% | 2 | 27% | 0%
4 | c1coc(CNc2c3c(nc4ncnn24)CCCC3)c1 | 9 | -3% | -26% | 0% | 10 | -2% | 36%[activator]
5 | O=C(Nc1ccccc1)Nc1ccc2c(c1)CCC2 | 81* | 1% | -25% | -2% | 156* | 73%[activator] | 4%
6 | CC1C(=O)NN=C1C(=O)N/N=C\c1ccc(O)cc1O (configuration not stated) | 24* | ? | 7% | 6% | 30 | ? | 24%
7 | COc1ccc(C(=O)NCC(=O)OCC(=O)NC2CCCC2)cc1 | 1 | 0% | 12% | -7% | -8 | 19% | 14%
8 | CCn1c(C(O)c2cc(OC)ccc2OC)nc2ccccc21 (configuration not stated) | 6 | 0% | 16% | -2% | -14 | 1% | 9.3µM*
9 | CC1=CCC2C(=O)N(c3ccc(S(N)(=O)=O)cc3)C(=O)C2C1 (configuration not stated) | 1 | 1% | 18% | -3% | -9 | ? | 58%[activator]
10 | O=C(CN1CCN(Cc2cccc(Cl)c2)C1=O)NCc1ccccn1 | -2 | 5% | -25% | 2% | -9 | . | 0%
11 | C/C(=N\NS(=O)(=O)c1ccc(Br)cc1)c1ccc(-n2ccnc2)cc1 | . | . | 9% | -5% | . | 35%[activator] | ?
12 | COC(=O)C1=C(c2ccc(F)cc2OCc2ccccc2)C[C@@H]2CC[C@H]1N2C(=O)NCc1ccc(C(C)(C)C)cc1 | . | . | ? | -2% | . | ? | ?
13 | O=[N+]([O-])c1ccccc1S(=O)(=O)N1CCN(c2ccccc2)CC1 | 7 | 0% | 11% | -13% | -7 | 10% | 0%
14 | CC(Cl)C(=O)c1c[nH]c2ccccc12 (configuration not stated) | -2 | 5% | -8% | -1% | -5 | ? | -7%
15 | CCOc1cc(C(c2c(C)[nH][nH]c2=O)c2c(C)[nH][nH]c2=O)cc(Br)c1OC | -3 | 1% | 25% | -2% | 2 | -15%[0.00184 µM] | i
16 | O=C(Cn1[nH]c(=O)c2ccccc2c1=O)Nc1ccc2c(c1)CCC2 | 4 | 2% | -7% | 0% | 2 | -5% | 1%
17 | N#CC12CNCC1CN=N2 (configuration not stated) | -1 | 10% | 9% | -10% | -11 | 44%[activator] | 18%
18 | Clc1ccc(Cl)c(OCCCCN2CCCCC2)c1 | -2 | -3% | -16% | 7% | -4 | 2% | 54%[activator]
19 | COC(=O)Cc1c(C)nc2nc(-c3ccc(OC)cc3)[nH]n2c1=O | 4 | -12% | 7% | -7% | -20 | 29% | .
20 | CC(C)=CC(=O)OCC(=O)Nc1ccc(F)cc1Cl | -1 | 2% | 4% | 3% | 1 | . | 56%[activator]

# Next entries:
cpd | canonical_smiles | CHX counter | LmPK inh | HCV inh | Tb PYK inh | Shiga inhibitor | Pf growth 48h | Pf growth 96h
21 | O=C(CN=C1NS(=O)(=O)c2ccccc21)OCC(=O)c1cc(F)ccc1F | -3 | -9% | 11% | 4% | 16 | 7% | 12%
22 | COCCn1c(SCC(=O)Nc2sccc2C(N)=O)nnc1-c1ccncc1 | -5 | -1% | -3% | -4% | -2 | 15% | ?
23 | Cc1ccc(/C=C2\SC(=S)N(CCCC(=O)Nc3nccs3)C2=O)cc1 | -2 | 1% | 5% | 7% | -7 | 9% | ?
24 | O=C(O)C1CCN(c2ccc([N+](=O)[O-])cc2[N+](=O)[O-])CC1 | -2 | 4% | 17% | 5% | -4 | 25% | 44%[activator]
25 | C=CCNC(=S)N/N=C/c1ccc(C)c([N+](=O)[O-])c1 | 15 | 0% | -26% | -2% | 21 | 29% | 16%
26 | CCCC(NC(=O)CNC(=O)C(C)(C)C)C(=O)O (configuration not stated) | -1 | 2% | 21% | 2% | -9 | -16% | 24%
27 | Cc1ccc2c(c1)C(c1ccccc1)N(C(=O)c1ccc(F)cc1)CC(=O)N2 (configuration not stated) | -3 | 0% | 4% | 1% | -4 | ? | 25%
28 | COc1ccccc1/C=C/C=N/Nc1cccc(C(=O)O)c1 | 42* | 10% | -22% | 5% | 132* | 247%[activator] | i
29 | Cc1ccc(S(=O)(=O)/N=C(/Nc2cccc(C(=O)O)c2)c2ccccc2)cc1 | -2 | 1% | 10% | -8% | -12 | 8% | -33%
30 | COCCNC(=O)c1ccc(CS(=O)(=O)c2ccccc2C)o1 | -1 | -4% | 6% | 1% | -14 | -20%[0.00184 µM] | -15%
31 | CCOc1ccc(C(=O)N2CCN(Cc3ccccc3)CC2)cc1OCC | -2 | -1% | 0% | 3% | 14 | 3% | 165%[activator]
32 | O=C(c1cc(-c2ccc(Cl)cc2)nc2ccccc12)N1CCC1 | . | . | ? | -1% | . | ? | ?

# 2 of these compounds in a different format:
(24) O=C(O)C1CCN(c2ccc([N+](=O)[O-])cc2[N+](=O)[O-])CC1
(25) C=CCNC(=S)N/N=C/c1ccc(C)c([N+](=O)[O-])c1
assay / entry	24	25
CHX counter	-2	15
LmPK inh	4%	0%
HCV inh	17%	-26%
Tb PYK inh	5%	-2%
Shiga inhibitor	-4	21
Pf growth 48h	25%	29%
Pf growth 96h	44%[activator]	16%

# Screening data: PubChem, National Center for Advancing Translational Sciences (NCATS)
